# RMI FANCM FP: inhibitors of human RMI core complex binding to FANCM MM2; Fluorescence polarization, RMI core complex with F-MM2 peptide; stronger effect = lower value; FP signal (polarization) at 33 µM; 70,000 compounds, 0.58% hits; AID 1159607; in the data active = FP signal below about 40; also: inactives centre near 61; strong numbers were not always called active; unit not given here
# Starred values were filed as active, the others as inactive; & = joins results of further samples. Some of the compounds tested; count on the stated rates, not on these rows.
canonical_smiles,RMI FANCM FP
CCc1cc2c(N3CCN(c4ccccn4)CC3)nc(C)nc2s1,64
COc1ccc(CCC(=O)Nc2ccc(-c3cn4nc(OC)ccc4n3)cc2)cc1,111
Cc1ccc(N2C(=O)/C(=C\c3cccnc3)SC2=S)cc1C,69
CN(C)CCN(C(=O)c1ccccc1[N+](=O)[O-])c1nc2ccc(Br)cc2s1,61
O=C(COc1ccc(Cl)cc1)Nc1nnc(-c2ccc(Br)cc2)o1,64
O=C(Nc1ccc(F)cc1)c1cccc2c3c([nH]c12)CCCC3,70
CN(C)S(=O)(=O)N1CCN(S(=O)(=O)c2ccc3ccccc3c2)CC1,76
Cc1cc(C(=O)Nc2cc(C)nn2-c2nc3c(F)cccc3s2)on1,66
COc1ccc2nc(-c3ccc(OC)c(NC(=O)c4ccccc4Cl)c3)cn2n1,13*
CN(C)c1ccc(C(CN)N2CCc3ccccc3C2)cc1 (stereo not given),80
O=S(=O)(NNc1nc(-c2ccccc2)c2cc(Cl)ccc2n1)c1ccccc1,61
CCn1ccc(C(=O)Nc2ccc3nc(C)sc3c2)n1,68
CCOC(=O)C1C(c2ccc(F)cc2)C(C(=O)OCC)C(O)(C(F)(F)F)NC1(O)C(F)(F)F (stereo not given),60
CCOC(CC(=O)NNC(=O)Nc1cccc(C(F)(F)F)c1)OCC,64
CCOC(=O)c1sc(CN2CCN(c3cccc(Cl)c3)CC2)nc1C,53
CCOC(=O)c1cnn(C(=O)c2cnn(-c3ccc([N+](=O)[O-])cc3)c2C(F)(F)F)c1N,57
Cc1ccc(S(=O)(=O)Nc2ccc3c(c2)CN(C(=O)c2ccco2)CC3)s1,68
CS(=O)(=NC(=O)c1ccc2nnsc2c1)c1ccccc1 (stereo not given),56
CC(=O)N1c2ccc(S(=O)(=O)NCCOc3ccc4c(c3)OCO4)cc2CC1C (stereo not given),60
Cc1ccc(-c2nc(COC(=O)c3nnn(-c4ccc(C)c(F)c4)c3C)c(C)o2)cc1,62
C#CC(C)(CC)OCC(O)CN1CCN(c2cccc(Cl)c2)CC1 (stereo not given),57
Cc1cc(NC(=O)C(=O)NCC2CCCO2)c2ccccc2n1 (stereo not given),54
CSc1nn2c(C(F)(F)F)cc(C(F)(F)F)nc2c1C(=O)O,59
CC(C)(C)OC(=O)NC(CSCc1ccccc1)C(N)=O (stereo not given),48
Cc1noc(C)c1C(=O)NCc1ccc(Cl)cc1,57
O=C(Nc1nc(-c2ccc(I)cc2)cs1)C1COc2ccccc2O1 (stereo not given),58
O=C(O)c1ccccc1N/C=C/c1nnnn1-c1ccc(F)cc1,64
CC(C)Oc1ccc(C(=O)NCC(c2cccn2C)N2CCCC2)cc1 (stereo not given),63
CSc1nnc(SC)n1CCNC(=O)c1cccc(Cl)c1,54
Cc1ccsc1/C=N\NC(=O)CNC(=O)c1c(F)cccc1Cl,64
CCc1cc(=O)[nH]c2nnc(SC(CC)C(=O)OC)n12 (stereo not given),65
CC(C)(C)c1ccc(-c2nc(O)c(CC(=O)O)s2)cc1,52
CC1(C)CC(=O)c2sc(NC(=O)C3CCN(S(C)(=O)=O)CC3)nc2C1,64
O=C(NCc1ccc2c(c1)OCO2)c1ccc(C2Nc3ccccc3S(=O)(=O)N2)cc1 (stereo not given),66
O=C(NCCSCc1ccc(Cl)cc1)c1ccc(Cl)cc1,55
O=S(=O)(NCc1ccc(F)cc1)c1ccc(N2CCCCS2(=O)=O)cc1,55
N=C1SC2CS(=O)(=O)CC2N1/N=C\c1ccccc1 (stereo not given),59
NC(=O)CSc1nnc2scc(-c3ccccc3)n12,78
CC1(C)CC(C(N)=O)C(C)(C)N1 (stereo not given),55
O=C(CCc1csc(NC(=O)c2ccc[nH]c2=O)n1)NCCC1=CCCCC1,59
Cc1nc2ccccn2c1C(O)=C1C(=O)C(=O)N(CCN2CCOCC2)C1c1ccccc1 (stereo not given),55
COc1ccc(OC)c2[nH]ccc12,42
O=C(NC(=O)c1csnn1)Nc1ccc(Cl)cc1,64
O=c1[nH]c2c(=O)[nH]c(=S)[nH]c2nc1C=C(O)c1ccccc1,73&58
CSc1cccc2sc(NC(=O)c3cc(C)no3)nc12,59

# Some of these compounds in order of length of the SMILES, high to low.
canonical_smiles,RMI FANCM FP
Cc1nc2ccccn2c1C(O)=C1C(=O)C(=O)N(CCN2CCOCC2)C1c1ccccc1 (stereo not given),55
CC1(C)CC(=O)c2sc(NC(=O)C3CCN(S(C)(=O)=O)CC3)nc2C1,64
O=c1[nH]c2c(=O)[nH]c(=S)[nH]c2nc1C=C(O)c1ccccc1,73&58
CC(C)(C)c1ccc(-c2nc(O)c(CC(=O)O)s2)cc1,52

# Single entries from the results shown.
# RMI FANCM FP, COc1ccc(OC)c2[nH]ccc12 : 42
# RMI FANCM FP, NC(=O)CSc1nnc2scc(-c3ccccc3)n12 : 78
# RMI FANCM FP, CC1(C)CC(=O)c2sc(NC(=O)C3CCN(S(C)(=O)=O)CC3)nc2C1 : 64
# RMI FANCM FP, CC(C)(C)c1ccc(-c2nc(O)c(CC(=O)O)s2)cc1 : 52
# RMI FANCM FP, CSc1cccc2sc(NC(=O)c3cc(C)no3)nc12 : 59

# Carrying on.
canonical_smiles,RMI FANCM FP
Cc1cccc(NC(=O)c2ccc(=O)n(Cc3cccc(F)c3)n2)c1C,57
CCOC(=O)c1ccc(NC(=O)CSc2nc(N)c(NC(=O)c3ccc(Br)o3)c(=O)[nH]2)cc1,70
NC(=O)c1ccc(-c2ccnc(-c3ccc(Br)s3)n2)cc1,52
CCCc1cc(=O)[nH]c2nnc(SCC(=O)NCC(=O)OCC)n12,59
CCOc1ccc(C(=O)CC2OC(=O)c3ccccc32)cc1 (stereo not given),59
O=C(Nc1cc(C(F)(F)F)cc(C(F)(F)F)c1)c1ccc(S(=O)(=O)N2CCCCCC2)cc1,59
O=C(CSc1nnc(NC(=O)C2CC2)s1)NCC1CCCO1 (stereo not given),57
COc1cc([N+](=O)[O-])cc2sc(NC(=O)c3cc(-c4ccccc4)nc4ccccc34)nc12,67
Clc1ccc(C=Nc2cccnc2)c(Cl)c1,63
Cn1cnnc1SCc1cccc2ccccc12,53
O=C(Nc1c(C(=O)Nc2ccccc2F)oc2ccccc12)c1ccc(Br)cc1,73
COc1ccc(C)cc1S(=O)(=O)Nc1ccc2nc(C)n(-c3ccc(F)cc3)c(=O)c2c1,58
COc1ccc(Cl)cc1NC(=O)CC1CCCCN1S(=O)(=O)c1cccs1 (stereo not given),70
O=C(CCn1nc(-c2ccccc2)cc1-c1ccccc1)N=Nc1c(O)[nH]c2ccccc12,61
CCOc1ccc(-c2ccc(C)c(NC(=O)C3CC3)c2)nn1,68

# RMI FANCM FP: entries above that show a hit.
canonical_smiles,RMI FANCM FP
COc1ccc2nc(-c3ccc(OC)c(NC(=O)c4ccccc4Cl)c3)cn2n1,13*

# Continued.
canonical_smiles,RMI FANCM FP
CCOC(=O)N1CCN(Cc2nc3c(c(=O)n(C)c(=O)n3C)n2C/C=C/c2ccccc2)CC1,50
COc1ccc(NC(=O)c2ccc(C)c(S(=O)(=O)N3CCCCCC3)c2)c(OC)c1,68
Cc1cc(C)n(CCN(C(=O)c2ccc([N+](=O)[O-])o2)c2nc3ccccc3s2)n1,64
O=C(Nc1ccc2c(c1)CN(C(=O)c1ccco1)CC2)c1cccs1,70
COc1cc(Cn2cc(CC(=O)NCc3ccco3)c3ccccc32)cc(OC)c1,67
O=C(Nc1ccc(F)cc1)Nc1c2ccccc2nc(=O)n1Cc1cccs1,59
CCn1nc(C(=O)Nc2nnc(-c3cccc(SC)c3)o2)cc1C,64
C=CCc1cccc(/C=C(/C#N)C(N)=O)c1O,57
Cc1ccc(S(=O)(=O)NC(=O)N2CCN(C(=O)NS(=O)(=O)c3ccc(C)cc3)CC2)cc1,50
CCc1nnc2ccc(N3CCN(S(=O)(=O)c4cccc(Cl)c4Cl)CC3)nn12,63
CC(=O)N1CCc2c(sc(NC(=O)C3(c4ccc(Cl)cc4)CCCC3)c2C(N)=O)C1,39
CCCCCOc1cccc(C(=O)Nc2nnc(-c3cc(C)n(C)n3)o2)c1,69
Nc1ccn([C@H]2CC[C@@H](CO)O2)c(=O)n1,59&51&38
Cc1ccc(-c2ccc(N3CCN(C(=O)C4CC4)CC3)nn2)cc1,71
O=c1[nH]c(=S)[nH]c2[nH]ncc12,70

# (further entries)
Compound,RMI FANCM FP
CCOc1ccc(-c2cc(=O)n(CC(=O)Nc3ccc(S(N)(=O)=O)cc3)cn2)cc1,78
CCS(=O)(=O)Nc1ccc2c(c1)CCN2C(C)=O,61
CCCn1c(SCC(=O)Nc2ccc(Br)cc2F)nc2c(oc3ccccc32)c1=O,73
Cc1cccc(NC(=O)Nc2c(C)nc3ccccn3c2=O)c1,62
Oc1ccc(CNc2ccccc2Br)c2cccnc12,63
O=S(=O)(CCCOc1ccc(F)cc1)N1CCN(c2ncccn2)CC1,60
O=C(CN1CCN(Cc2nc3ccccc3[nH]2)CC1)N1CCOCC1,58
Cc1ccc(S(=O)(=O)N2CCCCC2CC(=O)Nc2ccon2)cc1 (stereo not given),67
CC(C)(C)OC(=O)Cn1cnc2c(-c3cccc(Cl)c3)csc2c1=O,62
Cc1ccc(-c2cn3c(CC(=O)NC(C)c4ccccc4)csc3n2)cc1 (stereo not given),62
CC1CN=C(c2ccccc2N)N1 (stereo not given),58
Cc1nc2ccc(NC(=O)c3ccc4c(c3)CCCC4)cc2s1,72
Cc1ccc(S(=O)(=O)Oc2c(Cl)cc(Cl)cc2C=Nc2cc(C)c(C)cc2C)cc1,55
Cc1cc(NC(=O)c2cc(C(C)(C)C)oc2C)no1,62
CC1=NC2SC=C(c3ccccc3Cl)N2C(=O)C1 (stereo not given),64
COc1ccc(C(=O)Nc2ccc3c(c2)N(CCC(C)C)C(=O)C(C)(C)CO3)c(OC)c1,66
CCOC(=O)c1ccc(NC(=O)CCC(=O)O)cc1,57
CN1CCCCC1CCN1c2ccccc2Sc2ccc(S(C)=O)cc21 (stereo not given),63&75
NS(=O)(=O)c1ccc(NC(=O)NC2CC(=O)N(c3ccccc3)C2)cc1 (stereo not given),59
COc1ccc(CCNC(=O)CCc2c(C)nn(-c3nc(C)cc(=O)[nH]3)c2C)cc1OC,65
O=C(c1ccc(OC(F)(F)F)cc1)N1CCN(c2ccc([N+](=O)[O-])cc2-n2cccc2)CC1,75
CCCCNC(=O)n1nc(SC)cc1-c1sc(-c2cccs2)nc1C,60
O=C(CS(=O)(=O)c1ccccc1)Nc1nnc(-c2ccco2)o1,51
CCN1C(=O)C(C)(C)COc2ccc(NC(=O)Cc3ccc(F)cc3)cc21,69
O=c1oc2ccccc2n1CCc1nc(-c2ccc(C(F)(F)F)cc2)no1,56
Cc1cc(O)c(C(c2cccc(F)c2)N2CCN(C)CC2)c(=O)n1Cc1ccco1 (stereo not given),58
COc1ccccc1NC(=O)CN1N=NC2C(=O)N(c3ccc(Br)cc3)C(=O)C21 (stereo not given),61
Cc1ccc(C)c(Cn2nnc(C(=O)NCc3ccco3)c2N)c1,53
N#C/C(=C\c1ccc(-c2ccc([N+](=O)[O-])cc2)o1)c1nc(-c2cccs2)cs1,54
O=S(=O)(c1ccccc1)c1nc(-c2cccs2)oc1NCc1ccco1,63
COc1cccc(Oc2ccc(OC)cc2C(=O)NN)c1,55
CN(NC(=O)c1ccc(Cl)cc1)c1cnn(C)c(=O)c1Cl,55
CCOC(=O)Cc1csc(NC(=O)COc2cccc3c2OC(C)(C)C3)n1,55
O=C(NC(=O)c1ccccc1Cl)c1ccccc1O,59
CC1(C)CC(=O)C2=C(C1)Nc1nc(SCc3ccc([N+](=O)[O-])cc3)[nH]c(=O)c1C2c1ccccc1 (stereo not given),54
Cc1ccc(C)c(S(=O)(=O)NCc2ccc(C(=O)N3CCN(c4ccccc4)CC3)cc2)c1,74
O=c1[nH]c(O)c(C=Nc2cccc(O)c2)c(=O)[nH]1,37
CCN1CCN(c2cc3c(cc2F)c(=O)c(S(=O)(=O)c2cc(C)ccc2C)cn3C)CC1,62
CCOc1coc(C(=O)Nc2nc3ccc(C)cc3s2)cc1=O,63
COc1ccc(C(=O)NCCC23CC4CC(CC(C4)C2)C3)cc1,59
CCc1ccc(-c2ccc(/C=C3/SC(=S)N(CCCC(=O)O)C3=O)o2)cc1,241
Cc1ccc2cc(CCNC(=O)Cc3ccc(F)cc3)c(=O)[nH]c2c1,66
O=C(Nc1cccc(-c2ncon2)c1)c1ccc(Cl)cc1,56
COc1ccc(-c2nc(CSc3nc(-c4ccccc4)cc(=O)[nH]3)c(C)o2)c(OC)c1,65
CCOC(=O)C(C)Oc1cccc2c(=O)n(CC(=O)NCc3ccco3)ccc12 (stereo not given),60
O=S(=O)(N1CCCCC1)N1CCN(c2ccccc2F)CC1,58
COC(=O)c1scc(S(=O)(=O)C(C)C)c1N,53
COC(=O)c1sccc1N/N=C(\C#N)C(=O)c1ccc(Cl)cc1,58
CCCc1nc(SCC(=O)Nc2nnc(CC)s2)c2c(=O)n(C)c(=O)n(C)c2n1,79
O=C(Nc1ccc([N+](=O)[O-])cc1)C12CC3CC(C1)CC(c1ccccc1)(C3)C2,53
COC(=O)c1cc(NC(=O)c2cc(C(C)(C)C)nn2Cc2ccc(F)cc2)ccc1N1CCOCC1,56
COc1ccccc1-n1nnnc1SCC(=O)Nc1ccc(Cl)c(C(F)(F)F)c1,67
Cn1ccc(C(=O)N(CCCN2CCOCC2)c2nc3c(Cl)cccc3s2)n1,68
COc1ccc(C)cc1S(=O)(=O)NCCn1nc(-c2ccco2)ccc1=O,61
CCOC(=O)C1CCN(S(=O)(=O)c2cc(OC)ccc2OC)CC1,59
COc1cccc(NC(=O)Nc2cccc(-c3csc4nc(C)cc(=O)n34)c2)c1,64

# Molecules shown so far with a COOH group:
Compound,RMI FANCM FP
CSc1nn2c(C(F)(F)F)cc(C(F)(F)F)nc2c1C(=O)O,59
O=C(O)c1ccccc1N/C=C/c1nnnn1-c1ccc(F)cc1,64
CC(C)(C)c1ccc(-c2nc(O)c(CC(=O)O)s2)cc1,52
CCOC(=O)c1ccc(NC(=O)CCC(=O)O)cc1,57
CCc1ccc(-c2ccc(/C=C3/SC(=S)N(CCCC(=O)O)C3=O)o2)cc1,241
